# Source: PubChem
# GPR151 activ: human GPR151 activation. activation, % at 11.2 µM. AID 1508602. PathHunter beta-arrestin GPR151 cells, luminescence. actives 1% (n = 650,000). Q8TDV0; in the data active = activation above about 4.9%;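 note: 0% = median of compound wells and 100% = cells with positive control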
# Target sequence (Q8TDV0 whole entry, looked up): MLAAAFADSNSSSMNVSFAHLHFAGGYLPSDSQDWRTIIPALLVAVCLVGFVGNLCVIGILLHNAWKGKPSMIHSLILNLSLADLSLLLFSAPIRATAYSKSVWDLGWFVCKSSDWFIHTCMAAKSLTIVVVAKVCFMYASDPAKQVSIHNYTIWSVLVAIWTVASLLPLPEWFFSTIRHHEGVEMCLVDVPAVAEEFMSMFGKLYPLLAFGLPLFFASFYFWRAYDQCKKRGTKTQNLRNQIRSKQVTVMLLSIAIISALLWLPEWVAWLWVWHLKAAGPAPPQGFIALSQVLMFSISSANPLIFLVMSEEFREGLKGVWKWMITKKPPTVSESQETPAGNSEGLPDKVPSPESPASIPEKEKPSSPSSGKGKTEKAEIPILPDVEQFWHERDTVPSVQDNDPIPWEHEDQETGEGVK
# TEAD-YAP block: TEAD-YAP interaction inhibition; HEK-TIYL cells, TEAD-Gal4/YAP UAS-luciferase luminescence; inhibition, % at 9.12 µM; actives 1.4% (n = 640,000); in the data active = inhibition above about 32%;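 note: 0% = median of test compound wells and 100% = reference inhibitor wells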
# FBW7 activator: human FBW7 E3 ligase activation, primary screen. Q969H0. AlphaScreen FBW7–phospho-cyclin E peptide binding, activator screen. normalized activity (activation), % at 26.1 µM. actives 0.13% (n = 650,000); in the data active = normalized activity above about 1.9%;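 note: purified mutant Fbw7 with reduced substrate affinity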
# Target sequence (Q969H0 whole entry, looked up): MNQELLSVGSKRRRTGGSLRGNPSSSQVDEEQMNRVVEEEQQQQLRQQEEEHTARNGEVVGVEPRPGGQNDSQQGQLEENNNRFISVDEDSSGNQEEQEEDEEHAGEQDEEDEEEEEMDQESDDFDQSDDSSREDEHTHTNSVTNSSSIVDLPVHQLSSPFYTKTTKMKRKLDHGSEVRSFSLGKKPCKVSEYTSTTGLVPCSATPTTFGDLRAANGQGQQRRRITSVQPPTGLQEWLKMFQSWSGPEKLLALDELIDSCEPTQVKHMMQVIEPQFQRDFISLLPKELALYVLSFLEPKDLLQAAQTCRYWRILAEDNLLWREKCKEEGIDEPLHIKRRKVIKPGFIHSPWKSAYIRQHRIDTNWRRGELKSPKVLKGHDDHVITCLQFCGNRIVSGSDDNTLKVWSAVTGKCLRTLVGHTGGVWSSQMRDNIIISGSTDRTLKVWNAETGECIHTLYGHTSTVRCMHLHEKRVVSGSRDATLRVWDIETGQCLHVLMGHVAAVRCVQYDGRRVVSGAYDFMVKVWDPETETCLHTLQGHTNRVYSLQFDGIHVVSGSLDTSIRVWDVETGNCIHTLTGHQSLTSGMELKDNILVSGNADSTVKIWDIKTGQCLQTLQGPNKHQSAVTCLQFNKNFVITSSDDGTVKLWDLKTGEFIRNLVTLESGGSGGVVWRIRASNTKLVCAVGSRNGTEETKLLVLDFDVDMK
# MITF primary: blocks human microphthalmia-associated transcription factor | AlphaScreen MITF homodimerization, bead proximity signal | inhibition, % at 2.6 µM | actives 0.91% (n = 650,000); in the data active = inhibition above about 50%;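 note: 0% = vehicle wells with protein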
# * marks the source's active call; other numbers are inactive results; & = joins results of further samples. Random draw from the library; any-hit rate near 3.5%.
smiles	GPR151 activ	TEAD-YAP block	FBW7 activator	MITF primary
O=C(Nc1ccccc1C(=O)Nc1ccc(Cl)cc1)c1ccc([N+](=O)[O-])cc1	-0.3	-7	-0.1	6
COC(=O)C1(C(F)(F)F)N=C2C(Cl)=CC(Cl)=CN2C(c2ccccc2)=N1 (stereo not given)	1.6	-5	-0.1	9
COc1ccccc1OCC(=O)N(CC1CCCO1)c1nc2c(C)ccc(Cl)c2s1 (stereo not given)	3.3	8	-0.1	1
O=S(=O)(NCc1ccccc1)c1cccc(S(=O)(=O)c2ccc(Cl)cc2)c1	-0.2	0	-0.1	-12
C(=Nc1ccc(N=Cc2ccccn2)cc1)c1ccccn1	-0.1	-4	-0.4	-4
COC(=O)c1c(NC(=O)c2ccc(Cl)c([N+](=O)[O-])c2)sc2c1CCC(C)C2 (stereo not given)	-1.0	-7	0.0	1
COc1ccccc1NC(=O)c1c(O)c2c([nH]c1=O)CCCC2	-1.1	-9	0.1	15
COc1ccc(-c2ccc(C)c(NS(=O)(=O)c3ccc(NC(=O)C(C)C)cc3)c2)nn1	-2.1	-2	0.8	10
CCOC(=O)N1CCN(C(=O)c2ccc3c(=O)n(-c4ccc(OC)cc4OC)c(=S)[nH]c3c2)CC1	-0.2	5	0.1	25
CCOC(=O)N/N=C(\C)c1ccc(OC)c(OC)c1	-0.6	-33	0.4	-14
COc1ccc(CC(NC(C)=O)C(=O)NC2CCN(C(=O)C3CC3)CC2)cc1OC (stereo not given)	0.0	5	0.2	10
O=C(c1cc2nc(-c3ccc([N+](=O)[O-])cc3)cc(C(F)(F)F)n2n1)N1CCN(Cc2ccccc2)CC1	0.0	2	0.2	-1
O=C(Nc1ccc(Cl)cc1)c1ccc(N2CC3CC(C2)c2cccc(=O)n2C3)c(NC(=O)c2ccccc2Cl)c1 (stereo not given)	-0.8	-8	-0.2	-7
COc1ccc(N(CC(=O)N2CCN(C)CC2)S(C)(=O)=O)cc1Cl	0.7	12	-0.1	5
Cc1nnc2ccc(N3CCN(c4ccccn4)CC3)nn12	-1.0	5	0.0	0
O=C(NCCc1c[nH]c2ccccc12)C1CCCN(c2ccc(-n3ccnc3)nn2)C1 (stereo not given)	-1.0	-2	0.4	25
Cc1ccc2c(c1)cc(CN(Cc1ccc(F)cc1)C(=O)C1CCC1)c1nnnn12	3.0	0	0.1	9
Cc1cc(C)c2c(N)c(C(=O)N3c4ccccc4Sc4ccccc43)sc2n1	-0.4	1	0.1	10
COc1ccc(-c2cc(C3CC3)nc(SCC(N)=O)c2C#N)cc1	-0.8	14	-0.2	51*
O=C(CCc1cc2ccccc2[nH]1)N/N=C/c1ccncc1	-0.7	-3	0.2	19
CC(C)CC(=O)NS(=O)(=O)c1ccc(NC(=O)C(F)(F)F)cc1	-0.7	-2	-0.1	-10
Cc1nnc(C)n1/N=C/c1cccc(Oc2ccccc2)c1	3.4	0	0.0	-1
COc1ccc(C(=O)Nc2nc3ccccc3c(=O)[nH]2)cc1	-2.2	20	0.2	2
O=[N+]([O-])c1ccc(C=Nc2ccc(N3CCCCC3)cc2)o1	-0.1	14	-0.1	4

# By substructure: the compounds so far with two or more sulfur atoms (2)
smiles	GPR151 activ	TEAD-YAP block	FBW7 activator	MITF primary
O=S(=O)(NCc1ccccc1)c1cccc(S(=O)(=O)c2ccc(Cl)cc2)c1	-0.2	0	-0.1	-12
Cc1cc(C)c2c(N)c(C(=O)N3c4ccccc4Sc4ccccc43)sc2n1	-0.4	1	0.1	10

# Next records.
smiles	GPR151 activ	TEAD-YAP block	FBW7 activator	MITF primary
Cc1ccc(-n2nc3cc(C)c(NC(=O)c4ccccc4)cc3n2)cc1	-1.4	-1	0.5	7
CCCCNC(=O)CNC(=S)N(Cc1ccccc1)Cc1ccccc1F	-1.5	-3	-0.1	7
C=CCNC(=S)NC(=O)c1cc(Br)ccc1Cl	0.3	-2	0.2	-9
Cc1cc(C)nc(/N=C(/NC(=O)NC2CCCCC2)Nc2ccccc2Br)n1	-0.2	7	-0.2	6
Cc1nc2ncccc2c(=O)n1-c1ccc(NC(=O)CC2CCCCC2)cc1	-0.5	7	0.1	-3
C=CCNS(=O)(=O)c1ccc(F)c(C(=O)Nc2ccc(C)c(C)c2)c1	0.0	-25	-0.1	2
CC(C)N(C(=O)Cn1nnc2ccccc21)C(C(=O)NCc1ccco1)c1ccncc1 (stereo not given)	0.2	6	0.1	-6
Cc1ccccc1NS(=O)(=O)c1cc(C(=O)N2CCCC2)ccc1C	0.3	-13	-0.1	9
O=C1OC(c2ccc(F)cc2)C2(CCCCC2)C(=O)C12CCCCC2 (stereo not given)	1.3	-2	-0.2	-16
COc1ccc(OC)c(-c2cccc(OC3CCN(c4ncnc5nc[nH]c45)CC3)c2)c1	1.4	1	0.1	5
CC1=C([N+](=O)[O-])CS(=O)(=O)/C1=C\c1ccc(N(C)C)cc1	0.8	6	0.0	7
Cc1ccc(C)c(-n2nnnc2SCC(=O)OCC(=O)Nc2ccc(C(N)=O)cc2)c1	-0.7	6	0.1	4
Cc1ccc(-c2nnc3ccc(SCC(N)=O)nn23)cc1	2.7	16	0.5	10
Cc1cc(C)nc(N2Cc3ccccc3/C2=N\C(=O)Nc2ccc(F)cc2)n1	-0.9	2	-0.1	-1
COC(F)(C(=O)Nc1sc2c(c1C#N)CCC2)C(F)(F)F (stereo not given)	0.9	8	-0.1	-5
Cc1cccc(C)c1OCC(=O)Nc1ccccc1O	-1.1	-2	0.0	-3

# Later entries.
# Each structure is followed by: GPR151 activ	TEAD-YAP block	FBW7 activator	MITF primary
> CCOC(=O)C1=C(C)N=c2s/c(=C/c3ccc(N4CCCCC4)o3)c(=O)n2C1c1ccccc1 (stereo not given)
 : 0.7	-2	-0.1	-15
> CC1CCCCN1CCn1cnc2c([nH]c3ccc(Cl)cc32)c1=O (stereo not given)
 : -0.6	-15	0.7	8
> Cc1cc(C)nc(CCNC(=O)c2cc(COc3ccc(F)cc3F)on2)n1
 : 0.5	6	-0.1	2
> CC1=CC(=C2C(=O)c3ccccc3C2=O)C=C(C)N1Cc1ccccc1
 : 0.3	-42	0.1	-4
> O=C(OCc1csc(Nc2ccccc2)n1)c1cccnc1
 : -1.6	-5	0.3	10
> CC(=O)c1cccc(-c2cncc(C(=O)NCc3cccc(C(F)(F)F)c3)c2)c1
 : -0.8	0	0.1	-7
> Cc1cc(NCCN(C)C)n2nc(-c3ccc(Cl)cc3)cc2n1
 : -0.2	-10	0.0	4
> CCc1nnc(NCCc2ccc(C)nc2)s1
 : -0.6	6	0.1	-2
> Cc1ccc(CCC(=O)Nc2ccc([N+](=O)[O-])cc2Cl)o1
 : 5.2*	4	-0.3	5
> O=C(CCN1CCN(Cc2ccccc2)CC1)Nc1ccc(OCc2ccccc2)cc1
 : 0.2	12	-0.1	2
> O=c1[nH]c(CN2CCOCC2)nc2scc(-c3cccs3)c12
 : -0.1	-4	0.0	-12
> CC1CCN(C(=O)CSc2ccc(-c3cccnc3)nn2)CC1
 : 1.5	6	0.1	5
> O=C(Nc1nccs1)c1ccccc1Br
 : 0.0	-17	0.0	10
> CC(C)c1ccc(N2C(=O)NC(=O)/C(=C/c3ccc(Br)o3)C2=O)cc1
 : 0.9	10	-0.1	27
> CN(Cc1c(F)cccc1Cl)C(=O)CSc1nnc(N)s1
 : 0.5	6	-0.1	-12
> CCc1cccc(C)c1NC(=S)N1CCCC1C(=O)O (stereo not given)
 : 1.3	-2	0.1	0
> O=C(NCc1ccccc1)c1ccnc(Nc2ccc(N3CCOCC3)cc2)c1
 : 0.3	1	0.2	21
> O=C(NCc1ccc(F)cc1)c1cc(-c2ccccc2)nc2ccccc12
 : 0.6	15	0.1	14
> Cc1nc2c(c(=O)[nH]1)CCN(C(=O)c1cc(C3CC3)oc1C)C2
 : -0.1	3	0.1	6
> CCOC(=O)c1c(NC(=O)CSc2nnc3ccccn23)sc2c1CCC(C)C2 (stereo not given)
 : 0.4	-5	0.0	8
> CC1(C)CC(=O)C=C(NCCO)C1
 : 0.5	2	0.1	10
> CC(=O)C1(O)CC[C@H]2[C@@H]3CCC4=CC(=O)CC[C@]4(C)[C@H]3CC[C@@]21C (stereo not given in full)
 : 1.5&0.6&-1.8&-1.2	0&-9&1&-3	0.0&0.1&0.5&-0.1	-2&10&11&7
> Cc1ccc(NCCNS(=O)(=O)Cc2ccccc2)nn1
 : 0.1	-1	0.8	1
> Cc1ccc(NC(=O)CSc2ccccn2)cc1
 : -1.3	-22	0.4	11
> CCOC(=O)C1=C(N)OC2=C(C(=O)CC(c3ccccc3Cl)C2)C1c1ccccc1Cl (stereo not given)
 : 0.2	-2	0.1	-2
> CC(OC(=O)c1cc2ccccc2cc1O)C(=O)NC(N)=O (stereo not given)
 : 0.1	-5	-0.1	0
> O=C(NCCc1ccccc1)C(=O)N/N=C/c1ccccc1C(F)(F)F
 : 1.3	-3	0.1	-4
> COc1ccc(Nc2nc(Cl)nc(NCc3ccco3)n2)cc1
 : -0.7	4	-0.2	10
> COc1ccccc1CN1CCC2(CCC(CNC(=O)c3ccn(C)n3)O2)CC1 (stereo not given)
 : 6.4*	3	0.2	-3
> COc1cccc(NC(=O)N(Cc2cc3cc(C)ccc3n3nnnc23)CC2CCCO2)c1 (stereo not given)
 : 1.0	1	-0.3	1
> NC(=O)CSc1nc2ccccc2n1Cc1ccccc1Cl
 : -1.2	-10	0.2	-6
> CCOc1cc(/C=c2\sc3n(c2=O)C(c2c(OC)ccc4ccccc24)C(C(C)=O)=C(C)N=3)ccc1O (stereo not given)
 : -0.4	1	0.3	10
> CCCN1CCN(CCCNC(=O)c2ccc3nc(N4CCOCC4)sc3c2)CC1
 : -0.5	-7	-0.2	-7
> CCCCN(CC)S(=O)(=O)c1ccc(OC)cc1
 : 1.0	12	0.5	7
> N#C/C(=C\c1ccccc1)C(=O)Nc1ccccn1
 : -0.2	5	-0.1	-5
> Cc1c(Cl)cccc1NCC(=O)c1c(N)n(C)c(=O)n(C)c1=O
 : -0.4	-7	0.8	-2
> N#C/C(=C\c1ccc(Br)c([N+](=O)[O-])c1)c1nn(CCO)c(N)c1C#N
 : -0.5	-2	-0.1	8
> O=C(NCCCN1CCOCC1)C(=O)NCC(c1ccccc1)c1ccccc1
 : 1.1	3	0.1	-11
> COc1ccc(/C=C/C(=O)N2CCOCC2)cc1
 : -3.2	-13	0.2	15
> CCc1nc2ccccc2n1CC(O)COc1cc(OC)ccc1C(=O)c1ccccc1 (stereo not given)
 : 0.7	-2	0.3	12

# In the list so far, six contain a CF3 group.
# Each structure is followed by: GPR151 activ	TEAD-YAP block	FBW7 activator	MITF primary
> COC(=O)C1(C(F)(F)F)N=C2C(Cl)=CC(Cl)=CN2C(c2ccccc2)=N1 (stereo not given)
 : 1.6	-5	-0.1	9
> O=C(c1cc2nc(-c3ccc([N+](=O)[O-])cc3)cc(C(F)(F)F)n2n1)N1CCN(Cc2ccccc2)CC1
 : 0.0	2	0.2	-1
> CC(C)CC(=O)NS(=O)(=O)c1ccc(NC(=O)C(F)(F)F)cc1
 : -0.7	-2	-0.1	-10
> COC(F)(C(=O)Nc1sc2c(c1C#N)CCC2)C(F)(F)F (stereo not given)
 : 0.9	8	-0.1	-5
> CC(=O)c1cccc(-c2cncc(C(=O)NCc3cccc(C(F)(F)F)c3)c2)c1
 : -0.8	0	0.1	-7
> O=C(NCCc1ccccc1)C(=O)N/N=C/c1ccccc1C(F)(F)F
 : 1.3	-3	0.1	-4

# (cont.)
# Each structure is followed by: GPR151 activ	TEAD-YAP block	FBW7 activator	MITF primary
> COc1ccc(CCNc2cc(NCc3ccc4c(c3)OCO4)ncn2)cc1
 : 0.7	1	0.0	11
> COC(=O)c1cccc(NS(=O)(=O)c2cccc([N+](=O)[O-])c2)c1C
 : -1.0	0	0.4	12
> O=C1CCCN2N=C(SCC(=O)Nc3ccccc3C(F)(F)F)SC2=N1
 : -0.2	6	0.0	17
> Clc1ccc2c(c1)C(c1ccccc1)=NNC(c1ccc(Br)cc1)=N2
 : 2.4	-1	-0.1	10
> COc1ccc(NC(=O)c2oc3ccccc3c2NC(C)=O)c(OC)c1
 : -1.5	-9	0.0	4
> Cc1ccc(NC(=O)C2C3C=CC4(O3)C2C(=O)N(CCCN2CCCCC2)C4C(=O)NC2CCCC(C)C2C)cc1Cl (stereo not given)
 : 2.2	-1	0.1	15
> Cc1ccc(-c2nc(N)c(C#N)c(-c3cccnc3)c2C)cc1
 : 1.1	-44	0.0	-5
> CC1CCC2(CC1)NC(=O)N(CN1CCN(c3ccccc3)CC1)C2=O (stereo not given)
 : -1.0	-3	0.0	0
> CCOc1ccc(-c2cc(N)n(S(=O)(=O)c3ccc([N+](=O)[O-])cc3)n2)cc1
 : 1.2	5	-0.3	1
> Cc1ccc(Cl)cc1NC(=O)N1Cc2ccccc2CC1S(C)(=O)=O (stereo not given)
 : -0.8	4	0.0	7
> CCOc1ccccc1-n1c(N)c(C(=O)Nc2ccc(F)cc2)sc1=S
 : -1.0	-12	0.2	-1
> COC(=O)C1[C@H]2C[C@H]3c4[nH]c5ccccc5c4CCN3C[C@@H]2CC[C@@H]1O (stereo not given in full)
 : 1.9&2.3	4&1	0.0&-0.1	19&8
> Cc1cccc(N2CCN(C(=O)CCCOc3cc(=O)n(C)c4ccccc34)CC2)c1C
 : -1.1	14	0.0	-7
> COc1ccc2c(c1)-c1c(ssc1=S)C(C)(C)N2C(C)=O
 : -1.4	-7	-0.8	12
> COc1ccc(C2(C(=O)Nc3ccc(NC(=O)c4ccccc4F)cc3)CCOCC2)cc1
 : 3.5	0	0.6	-4
> Oc1ccc(-c2nccnc2NCCc2ccncc2)cc1
 : 0.5	-2	-0.1	11
> COc1ccc(Cl)cc1NC(=O)c1c(NCc2cccc(OC)c2OC)sc2c1CCC2
 : -0.1	-4	0.1	-6
